Bioassay records (PubChem BioAssay)
TGFb inhibitor: blocks TGF-b signaling | HepG2 CAGA-GFP TGF-b/SMAD3 reporter, GFP fluorescence, 18 h; TGF-beta stimulated, 500 pg/mL final | Potency, µM (titrated, usually from 46.1 µM), for the others: top-dose activity, negative = inhibition, usual class: inhibitors | 410,000 tested, 1.2% active; also: potency is read from the fitted curve at half-maximal effect; % is scaled to controls: 0 for no effect and ±100 for the full control effect; nearly all actives have a fitted effect of over 65% in size
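Using HEPG2 CAGA-GFP reporter cells at 1000 cells/well, we pinned test compounds, stimulated with recombinant TGF-beta (500 pg/mL final) and measured total well GFP after 18 h.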
HepG2 tox: counter-screen for TGF-b inhibitors: cytotoxicity in HepG2 cells | HepG2 CAGA-GFP viability, ATP luminescence, 18 h | Potency, µM (titrated, usually from 46.1 µM), without a hit: at the highest dose activity change, negative = cytotoxicity, actives largely listed as cytotoxic | 410,000 tested, 0.76% active | AID 588856; also: potency is read from the fitted curve at half-maximal effect; some results filed as inactive show a strong effect at the top dose
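CellTiter-Glo luminescence gave cytotoxicity after 18 hours at 37 degrees C. The cells were HepG2 CAGA-GFP in 1% FBS DMEM, stimulated with 500 pg/mL TGF-beta after compound addition. %Activity was normalised to no-cell wells (complete cell-killing) and DMSO (no toxicity), and curves were fitted and classified.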
MmCpn inh: M. maripaludis TRiC chaperonin inhibition. AID 504842. 330,000 tested, 0.031% active. purified Mm-Cpn ATPase, ADP Transcreener TR-FRET. Potency, µM (highest dose often 76.9 µM), for the others: at the top dose activity, negative = inhibition, usual class: inhibitors; also: potency is read from the fitted curve at half-maximal effect; % is scaled to controls: 0 for no effect and ±100 for the full control effect; nearly all actives have a fitted effect of over 80% in size
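ATPase turnover read by TR-FRET ADP competition (Eu cryptate antibody/ADP-d2, 665/590 nm): 10uM ATP final, 25nM Mm-CPN final, 30 min 37degC after 10-min compound preincubation, pH 7.4 Tris/KCl/MgCl2/DTT buffer.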
A549 viability: A549 cytotoxicity, counter-screen for Nrf2 inhibitors; 390,000 tested, 0.16% active; Potency, µM (titrated, usually from 46 µM), for the others: at the highest dose activity change, negative = cytotoxicity, usual class: inhibitors; AID 504648; A549 ARE-Fluc cells, CellTiter-Fluor viability, 18-24 h; also: potency is read from the fitted curve at half-maximal effect; % is scaled to controls: 0 for no effect and ±100 for the full control effect
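Cytotoxicity counterscreen: CellTiter-Fluor fluorescence was measured in A549 ARE_Fluc cells after 18-24 h of compound exposure in a concentration series. The subsequent BugLite luminescent read reports ARE-luciferase activity.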
CCT modulator: cytosolic chaperonin activity modulation | purified chaperonin ATPase assay, HTRF ADP detection, 30 min | activity change, % (no concentration beside the values), hits read low | 360,000 tested, 0.3% active; in the data active = activity change below about -30%; also: % is scaled to controls: 0 for no effect and ±100 for the full control effect
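Nucleotide hydrolysis assay: TRiC at 20–40 nM final (set by batch activity) with 10 uM ATP, 30 min at 37 °C, in presence of 76 uM compound. Detection by competitive ADP HTRF, 30 min ambient.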
ATXN viability: reduces viability in counter-screen for ATXN expression inhibitors; S2 cells (HEK-293 line with an ATXN2-luciferase reporter) viability, CellTiter-Fluor protease fluorescence, 24 h; 400,000 tested, 0.49% active; AID 651635; Potency, µM (top dose mostly 56.7 µM), hits mostly cytotoxic; also: potency is read from the fitted curve at half-maximal effect; nearly all actives have a fitted effect of over 40% in size
Nrf2 inh: blocks Nrf2 signaling. Potency, µM (highest dose often 46 µM), inactives show at the highest dose activity change, negative = inhibition, actives largely listed as inhibitors. 360,000 tested, 2.1% active. AID 504444. A549 ARE-Fluc reporter, luciferase luminescence, 18-24 h; also: potency is read from the fitted curve at half-maximal effect; % is scaled to controls: 0 for no effect and ±100 for the full control effect; nearly all actives have a fitted effect of over 60% in size
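Cells were seeded and rested 2 h, then exposed to compounds for 18-24 h. CellTiter-Fluor was read first as a viability measure. BugLite was added 15 min before the final luminescent read of ARE-luciferase activity in A549 cells.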
pAkt inh: inhibitors of Akt phosphorylation | Neuro2A IGF-stimulated pAkt S473 HTRF, 20 min; active compounds read low | activity change, % for hits at 50 µM | 360,000 tested, 0.32% active | AID 651550; in the data active = activity change below about -80%; inconclusive = mostly about -51% to -80%; also: % is scaled to controls: 0 for no effect and ±100 for the full control effect
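Neuro2A cells (4,500/well, DMEM with 0.5% FBS) were treated with compound at a single 50 µM final concentration, stimulated with 6 nM IGF for 20 min at 37 °C, and lysed. Phospho-Akt Ser473 was read by HTRF as 665/615 ratio ×10^4.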
Nrf2 ARE act: activates Nrf2 signaling; AREc32 ARE-luciferase reporter (MCF7-derived line), luminescence, 24 h; Potency, µM (doses to about 46.1 µM), without a hit: at the highest dose activation, most hits filed as activators; 410,000 tested, 0.31% active; also: potency is read from the fitted curve at half-maximal effect; % of control where 0% means no effect; nearly all actives have a fitted effect of over 65% in size
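AREc32_Fluc, 1000 cells/well, OPTI-MEM + 5% FBS, o/n 37 deg C 5% CO2; 23 nL cpd by pin tool, 24 hr; Steady-Glo 30 min RT, luminescence.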
Starred values were filed as active, the others as inactive; i = inactive; ? = inconclusive; / = no result given; & = joins results of further samples. Unless noted, calls follow the shape of the dose curve; as a rule, active = well fitted curve in the direction sought with a large enough effect; inconclusive = small, poorly fitted or top-dose-only effect, or another doubt; inactive = no such curve, though single readings can be large; an effect the other way counts as inactive or inconclusive.

SMILES	TGFb inhibitor	HepG2 tox	MmCpn inh	A549 viability	CCT modulator	ATXN viability	Nrf2 inh	pAkt inh	Nrf2 ARE act
COc1ccc2nc(/N=C/c3cccc(OC)c3O)sc2c1	0%	-8%	0%	1%	-0.6	i	9%	i	3.5%
C=CCn1c(=O)c2ccc(C(=O)NCc3ccccc3)cc2n(Cc2ccc(Cl)cc2)c1=O	1%	7%	-3%	-4%	-0.4	?	?	i	0.2%
COc1ccccc1NC(=O)NCc1nc(-c2ccc(C(F)(F)F)cc2)no1	-9%	8%	0%	-5%	-7.8	i	?	i	-0.5%
O=C(Cn1cnc2c(oc3ccccc32)c1=O)Nc1ccc(OC(F)(F)F)cc1	5%	-2%	/	1%	/	i	12%	/	0.4%
COC(=O)c1cc2ccsc2n1Cc1nc(-c2ccc(OC)cc2)oc1C	-4%	-33%	-19%	1%	1.7	i	7%	/	0.2%
Cc1ccc(C(=O)c2cn(CC(=O)NCc3ccccc3Cl)c3nc(C)ccc3c2=O)cc1	-1%	0%	/	0%	/	/	12%	/	-0.8%
CNc1ccc(Br)cc(C(=O)/C=C/c2ccc(OC)cc2)c1=O	9%	-19%	0%	0%	0.6	i	0%	i	?
CSc1ncc(C(=O)Nc2cccc(Cl)c2)c(C)n1	-13%	-2%	-4%	-3%	2.0	i	1%	i	?
N/C(=N\OC(=O)c1ccc(Cl)cc1Cl)c1ccccn1	-13%	-45%	2%	-4%	-5.2	i	?	i	-0.4%
CCN(CC)C(=O)CN(c1cc(Cl)ccc1OC)S(C)(=O)=O	1%	2%	0%	7%	-1.8	i	?	i	0.2%
CC(=O)NCCN1C(=O)S/C(=C\c2cccs2)C1=O	-7%	3%	-1%	-5%	-2.8	i	15%	i	4.8%
OCCC1CN(Cc2cc3ccccc3o2)CCN1Cc1ccc(F)cc1 (stereo unspecified)	3%	-24%	3%	-2%	0.5	i	1%	i	0.1%
CN(C)c1ccc(C(=O)Nc2nnc(C3=COCCO3)o2)cc1	-8%	10%	0%	1%	1.2	i	27%	i	3.8%
COc1ccc(CN2C[C@@H](CO)O[C@@H](n3cnc4c(N5CCN(C)CC5)ncnc43)C2)cc1	8%	-22%	/	/	-0.1	i	/	i	-0.6%
N#C/C(=C\c1ccc(-c2ccc(S(=O)(=O)N3CCOCC3)cc2)o1)C(=O)NC1CC1	-29%	3%	-1%	0%	2.1	i	0%	i	2.1%

Brought forward from above: 3 entries, followed by the next part.
SMILES	TGFb inhibitor	HepG2 tox	MmCpn inh	A549 viability	CCT modulator	ATXN viability	Nrf2 inh	pAkt inh	Nrf2 ARE act
CN(C)c1ccc(C(=O)Nc2nnc(C3=COCCO3)o2)cc1	-8%	10%	0%	1%	1.2	i	27%	i	3.8%
COc1ccc(CN2C[C@@H](CO)O[C@@H](n3cnc4c(N5CCN(C)CC5)ncnc43)C2)cc1	8%	-22%	/	/	-0.1	i	/	i	-0.6%
N#C/C(=C\c1ccc(-c2ccc(S(=O)(=O)N3CCOCC3)cc2)o1)C(=O)NC1CC1	-29%	3%	-1%	0%	2.1	i	0%	i	2.1%
CCOc1ccccc1CN1CCN(CC2=Cc3cc(OC)ccc3OC2)CC1CCO (stereo unspecified)	?	-28%	0%	-12%	-2.3	i	7%	i	-0.2%
Cc1cccc(N2CCN(Cc3nc(CC4CC4)no3)CC2)n1	-4%	1%	-1%	2%	3.9	i	-7%	i	3.3%
O=C(CSc1nnc2ccc3ccccc3n12)c1ccc(F)cc1	24%	-7%	-3%	0%	/	i	?	/	13µM*
CCc1ccccc1NC(=O)CCc1nc(-c2cccs2)no1	21%	7%	-3%	4%	1.0	i	16%	i	-1.0%
Cc1ccnn1CC(=O)N/N=C/c1ccco1	-5%	-3%	1%	-5%	-1.0	/	-2%	/	-0.2%
O=C(COC(=O)c1ccc2ccccc2n1)c1ccc(F)cc1	-3%	0%	-3%	-1%	-1.2	i	5%	i	-0.4%
Cc1ccsc1/C=N/NC(=O)CC(=O)NCC(C)C	4%	-3%	0%	-1%	-0.7	i	-22%	i	0.1%
Cc1ccnc(NC(=O)c2ccc(S(=O)(=O)NCc3ccco3)cc2)c1	8%	0%	-3%	-3%	-3.0	i	12%	i	3.2%
CCc1nc2ccc(C(=O)Nc3ccc(OC)c(OC)c3)cn2c1N(C)C(=O)c1cccc(OC)c1	-4%	0%	/	/	0.1	?	/	i	0.7%
Cc1cccc(C)c1-n1nnnc1C(c1ccnc2ccccc12)N1CCN(C(=O)OC(C)(C)C)CC1 (stereo unspecified)	/	/	/	/	-0.1	i	/	i	1.3%
O=C(Cn1ncc(Cl)c(Cl)c1=O)N1CCc2ccccc21	?	-26%	-8%	2%	0.5	/	-7%	i	?
Cc1nnc(NC(=O)c2ccc(Br)cc2)s1	-23%	-16%	2%	-1%	0.5	i	-9%	i	0.6%
CC(C)Oc1ccc(CSC(=N)N)cc1	-1%	-10%	1%	-7%	-1.9	i	17%	i	0.7%
COC(=O)c1ccc(C2c3[nH]c4ccccc4c3C[C@H]3C(=O)N(C4CCN(Cc5ccccc5)CC4)CC(=O)N23)cc1 (stereo partly specified)	-21%	-17%	0%	-14%	-6.2	i	7%	i	2.5%
COc1ccc(CNC(=O)c2cccc(NC(=O)CC3SC(N4CCCCC4)=NC3=O)c2)cc1 (stereo unspecified)	-7%	7%	1%	-6%	-0.7	?	-6%	i	1.7%

Whole records, looked up by structure.
Record of `CCc1nc2ccc(C(=O)Nc3ccc(OC)c(OC)c3)cn2c1N(C)C(=O)c1cccc(OC)c1` : TGFb inhibitor: -4%; HepG2 tox: 0%; MmCpn inh: /; A549 viability: /; CCT modulator: 0.1; ATXN viability: ?; Nrf2 inh: /; pAkt inh: i; Nrf2 ARE act: 0.7%
Record of `O=C(CSc1nnc2ccc3ccccc3n12)c1ccc(F)cc1` : TGFb inhibitor: 24%; HepG2 tox: -7%; MmCpn inh: -3%; A549 viability: 0%; CCT modulator: /; ATXN viability: i; Nrf2 inh: ?; pAkt inh: /; Nrf2 ARE act: 13µM*
Record of `C=CCn1c(=O)c2ccc(C(=O)NCc3ccccc3)cc2n(Cc2ccc(Cl)cc2)c1=O` : TGFb inhibitor: 1%; HepG2 tox: 7%; MmCpn inh: -3%; A549 viability: -4%; CCT modulator: -0.4; ATXN viability: ?; Nrf2 inh: ?; pAkt inh: i; Nrf2 ARE act: 0.2%

Arranged by value in Nrf2 ARE act (lowest first): 3 of the compounds above.
| SMILES | TGFb inhibitor | MmCpn inh | CCT modulator | pAkt inh | Nrf2 ARE act |
| --- | --- | --- | --- | --- | --- |
| CC(C)Oc1ccc(CSC(=N)N)cc1 | -1% | 1% | -1.9 | i | 0.7% |
| COC(=O)c1ccc(C2c3[nH]c4ccccc4c3C[C@H]3C(=O)N(C4CCN(Cc5ccccc5)CC4)CC(=O)N23)cc1 (stereo partly specified) | -21% | 0% | -6.2 | i | 2.5% |
| Cc1cccc(N2CCN(Cc3nc(CC4CC4)no3)CC2)n1 | -4% | -1% | 3.9 | i | 3.3% |

Next part
SMILES	TGFb inhibitor	HepG2 tox	MmCpn inh	A549 viability	CCT modulator	ATXN viability	Nrf2 inh	pAkt inh	Nrf2 ARE act
CC(C)(C)c1ccccc1NC(=S)NC1CCCC1	-26%	-18%	0%	0%	-2.0	i	-19%	i	-1.2%
C[C@@H](CN=[N+]=[N-])CN1CC[C@H](NC(=O)OCc2ccccc2)CCC1=O	?	-19%&-13%	-1%	4%	-0.6	i	6%	i	-0.7%
Cc1ccc2c(=O)cc(C(=O)Nc3ccc(S(=O)(=O)N(C)Cc4ccccc4)cc3)oc2c1C	2%	0%	/	6%	/	i	28%	/	-0.6%
CCOC(=O)c1ccc2oc(=O)n(Cc3ccccc3)c2c1	-9%	-29%	/	-1%	/	?	/	/	8.2%
CCOC(=O)c1ccccc1N/C=C/C(=O)c1cccs1	16%	-3%	-2%	-3%	-1.9	i	?	i	6.3µM*
CC(=O)c1ccc(N(CC(=O)NC2CCCC2)C(=O)CCC(=O)Nc2cc(C)on2)cc1	5%	-5%	1%	2%	1.0	i	4%	i	-0.5%
CCOc1ccc(CC(=O)NC2CCN(Cc3ccccc3)CC2)cc1	-25%	-2%	0%	3%	-2.3	i	-10%	i	-0.1%
CC1=NN(c2ccc(S(=O)(=O)O)cc2Cl)C(=O)C1	2%	-1%	0%	-3%	1.0	i	?	i	-0.3%
N=C(N)n1ncc2c1CCCC2=O	/	/	/	/	0.0	i	/	i	-1.0%
O=C(NCc1ccccn1)[C@@H]1CCCN1C(=O)[C@@H]1CCCN1C(=O)c1cccc2ccccc12	/	/	/	/	1.5	?	/	i	-1.0%
Cc1ccc(-n2c(SCc3ccc(C(=O)O)cc3)nnc2-c2ccncc2)cc1	9%	8%	-1%	1%	-1.9	i	4%	i	-1.0%
N#CNc1nc(O)cc(=O)[nH]1	1%	-12%	-2%	2%	-1.4	i	-2%	i	-0.1%
CCCOc1ccc2[nH]cc(C(=O)O)c(=O)c2c1	0%	12%	0%	0%	1.5	i	9%	i	0.0%
CCOC(=O)C1CCN(C(=S)Nc2ccc(Cl)cc2C)CC1	1%	-3%	0%	0%	-2.3	i	-1%	i	-0.3%
Cc1nn2c(CN(C(=O)c3ccco3)c3ccccc3)nnc2c2ccccc12	-32%	-7%	/	-3%	0.2	i	-18%	i	6.8%
O=C(Nc1cccc(S(=O)(=O)NCc2ccco2)c1)c1cc(-c2ccccc2)nc2ccccc12	?	21%	?	?	0.6	i	?	i	6.4%
